Assay outcomes as filed in PubChem.
GPR55 LPI antagonism = inhibition of LPI-stimulated GPR55 beta-arrestin translocation – imaging, U2OS, beta-arrestin-GFP, LPI agonist, primary screen (AID 2013); U2OS GPR55 beta-arrestin-GFP translocation imaging, LPI antagonism; higher % means a stronger effect; actives 0.13% (n = 290,000); inhibition, % at 10 µM, or IC50 in µM where a hit was titrated;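 active means spots per cell inhibited over 60%, with over 100 cells counted and total cytoplasm intensity under 500,000; inconclusive means wells with under 100 cells, flagged as likely toxic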;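 further: U2OS cells stably carrying GPR55 and arrestin-GFP stimulated by 5 µM LPI near EC80; imaged beta-arrestin-GFP aggregate spots per cell after agonist stimulation; plate controls were LPI-stimulated DMSO wells for no effect and DMSO wells without LPI for full effect; some results filed as inactive read as strong as hits; confirmed hits need IC50 under 10 µM and bright autofluorescent wells are also inconclusive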
GPR55 beta-arrestin = GPR55 agonists via beta-arrestin recruitment, primary screen, imaging, U2OS cells, beta-arrestin-GFP redistribution (AID 1961) | actives 0.048% (n = 290,000) | U2OS GPR55 beta-arrestin-GFP redistribution imaging; higher % means a stronger effect | one-dose activation, % at 10 µM; EC50 in µM for titrated hits;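 active means activation above 40% with more than 50 cells counted in the well; inconclusive means wells holding fewer than 50 cells, flagged as toxic or sparse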;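 further: U2OS osteosarcoma cells stably expressing GPR55 and beta-arrestin-GFP; plate controls were DMSO negative control for no effect and LPI positive control for full effect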
GPR35 arrestin U2OS = inhibition of zaprinast-stimulated GPR35 beta-arrestin translocation – imaging, U2OS, beta-arrestin-GFP, zaprinast agonist, primary screen (AID 2058) | U2OS GPR35 beta-arrestin-GFP translocation imaging, zaprinast antagonism; higher % means a stronger effect | one-dose inhibition, % at 10 µM; IC50 in µM for titrated hits | actives 0.052% (n = 290,000);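 active means inhibition of at least 50% with at least 30 cells and total cytoplasm GFP at most 10,000,000; inconclusive means under 30 cells or total GFP of 10,000,000 plus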
LYP inhibition = PTPN22 lymphoid phosphatase activity blockers – biochemical, fluorescence intensity, uHTS (AID 1779); recombinant LYP phosphatase, fluorescence intensity; higher % means a stronger effect; inhibition, % at 11.5 µM, or IC50 in µM where a hit was titrated; actives 0.054% (n = 290,000); in the data active means inhibition above about 50%;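 further: plate controls were vehicle with enzyme for no effect and no enzyme for full effect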
Rac1 GTP hydrolysis = MgcRacGAP GTPase-activating activity inhibitors, confirmation, biochemical, ADP Hunter fluorescence. MgcRacGAP-stimulated Rac1 GTP hydrolysis, ADP Hunter fluorescence; higher % means a stronger effect; GST-tagged Rac1 F28L mutant substrate. one-dose inhibition, % at 30 µM; IC50 in µM for titrated hits. actives 0.6% (n = 340,000);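 active means first-screen hits whose inhibition reached a set limit at any dose in the follow-up dose series; inconclusive means inhibition above the set first-screen limit but never retested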;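 further: fluorescence reports GDP produced by GAP-driven GTP hydrolysis; strong numbers were not always called active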
NTR1 agonist = agonists of NTR1, primary screen, imaging, U2OS cells, beta-arrestin-GFP, high content (AID 493036); P30989; NTR1-U2OS beta-arrestin-GFP spot imaging, agonist mode; activation, % at 20 µM; actives 0.17% (n = 330,000);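 active means activation at or above 40% of the spot to cytoplasm intensity ratio, with at least 20 cells analyzed; inconclusive means wells under 20 cells, flagged as cytotoxic or low count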;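 further: 0% = DMSO without peptide and 100% = 100 nM NTR1 peptide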
Target sequence (P30989 whole entry, looked up): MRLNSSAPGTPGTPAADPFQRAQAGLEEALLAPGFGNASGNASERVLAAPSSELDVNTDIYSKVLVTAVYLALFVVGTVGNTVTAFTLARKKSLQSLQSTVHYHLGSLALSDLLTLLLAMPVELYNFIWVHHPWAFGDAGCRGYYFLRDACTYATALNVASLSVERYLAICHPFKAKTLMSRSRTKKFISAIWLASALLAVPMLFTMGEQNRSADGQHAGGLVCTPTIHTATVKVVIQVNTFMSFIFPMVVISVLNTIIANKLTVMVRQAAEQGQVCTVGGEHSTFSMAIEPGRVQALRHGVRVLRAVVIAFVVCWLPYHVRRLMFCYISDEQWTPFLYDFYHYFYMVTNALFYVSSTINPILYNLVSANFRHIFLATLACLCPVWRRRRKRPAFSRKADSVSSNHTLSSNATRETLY
T cell modulator = T cell immune modulation candidate; 2C CD8+ T cell-vesicle binding, flow cytometry; stronger effect = lower value; calls only at 7 µM; actives 0.068% (n = 330,000);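 active means response, share of CD8 T cells binding vesicles, and their 90th percentile fluorescence all below set limits, cut at about 80% in these data, passing the limit was not always enough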
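Also added: QL9-peptide-loaded Drosophila micro-vesicles bearing Ld, ICAM-1 and B7-1; Test system: purified 2C TCR transgenic mouse naive CD8+ T cells; Measured by: cytometric PE anti-B7-1 and Alexa647 anti-CD8 signals after 1% paraformaldehyde fixation; Timing: binding step 1.5 h, 37 °C, antibody labelling 20 min, ice.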
SV40 large T antigen = SV40 large T antigen inhibitors, biochemical (AID 1903) | actives 0.39% (n = 310,000) | one-dose inhibition, % at 20 µM; IC50 in µM for titrated hits | SV40 large T antigen ATPase/helicase inhibition assay; higher % means a stronger effect; in the data active means a potency from the dose series; inconclusive means inhibition mostly from about 32% at the one dose, without a potency; inactive means the rest, 99 in 100 with inhibition below about 32%; further: strong numbers were not always called active
Lipid droplet = hepatic lipid droplet formation modulation. AML12 mouse hepatocytes, oleate lipid droplets, BODIPY imaging. inhibition, % at 6.5 µM. actives 0.4% (n = 240,000);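 active means lipid droplet intensity inhibited by at least 50%, with more than 500 cells counted; inconclusive means wells with under 300 cells, treated as cytotoxic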
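Test system: AML12 mouse liver cells; schedule: overnight exposure; technique: high-content imaging of BODIPY-stained droplets and DAPI nuclei; read-out: % inhibition of corrected integrated BODIPY droplet signal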
Lipid droplet cells 6.5 µM = also measured in Lipid droplet; calls as there; cell count; measured here: cell count, cytotoxicity flag;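 cells counted across two imaged fields per well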
T cell modulator vesicle-bound % = also measured in T cell modulator; calls as there; double positive events, %; measured here: CD8+ vesicle-bound cell fraction;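 binding gate set so that unloaded-vesicle control wells show 10% double positive cells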
NTR1 agonist cell count 20 µM = recorded beside NTR1 agonist, whose call it bears; cell count; measured here: cell count, cytotoxicity flag
* hit, by the source's call; i = inactive; ? = inconclusive; / = not tested or not shown.

| canonical_smiles | GPR55 LPI antagonism | GPR55 beta-arrestin | GPR35 arrestin U2OS | LYP inhibition | Rac1 GTP hydrolysis | NTR1 agonist | NTR1 agonist cell count 20 µM | T cell modulator | T cell modulator vesicle-bound % | SV40 large T antigen | Lipid droplet | Lipid droplet cells 6.5 µM |
| --- | --- | --- | --- | --- | --- | --- | --- | --- | --- | --- | --- | --- |
| O=C(Cc1ccc(Cl)cc1)NNC(=O)c1ccco1 | 2% | -0.1% | -2% | -9% | 9% | 0.2 | 89 | i | 50 | 3% | 1 | 666 |
| CCOC(=O)NC(=O)/C(C#N)=N\Nc1ccc(Cl)cc1 | 12% | 0.3% | 10% | -2% | 4% | 1.6 | 49 | i | 3 | -9% | / | / |
| COc1ccc(CNC(=O)CCCn2nc(C)c3c(C)n(-c4ccccc4)nc3c2=O)cc1 | 10% | -0.1% | -3% | -1% | 12% | 0.9 | 64 | i | 12 | 13% | -6 | 687 |
| COc1cc(NC(=O)CN2CCC(C(N)=O)(N3CCCCC3)CC2)c(OC)cc1Cl | 11% | 0.2% | -16% | -5% | 0% | 1.8 | 59 | i | 27 | -5% | -20 | 643 |
| CSc1nsc(NC(=O)OCc2ccc(Cl)cc2)n1 | -11% | 0.4% | -2% | -4% | 2% | 0.0 | 49 | i | 65 | 21% | 2 | 812 |
| Cc1noc(C)c1CSc1ccccc1C(=O)O | 3% | -0.3% | 37% | -6% | 4% | -0.5 | 36 | i | 13 | 0% | -3 | 776 |
| COc1cc(C(C(=O)NC2CCCC2)N(C(=O)c2snc(C(N)=O)c2N)C2CCCC2)cc(OC)c1OC (stereo not given) | 14% | -0.2% | -10% | -5% | 8% | 3.6 | 41 | i | 44 | 4% | -7 | 787 |
| CCC(CC)c1nnc(NC(=O)COc2ccc3c(c2)OCO3)s1 | -4% | -0.1% | 4% | 0% | 11% | 0.5 | 53 | i | 20 | 10% | 22 | 733 |
| CC(O)CN=c1cc(-c2ccccc2)oc2ccc(Cl)cc12 (stereo not given) | 19% | 0.0% | 15% | -4% | 17% | 3.2 | 50 | i | 22 | 7% | / | / |
| Cc1cc(NC(=O)CN2CCCCC2C)nc2c1c(=O)oc1ccccc12 (stereo not given) | -7% | -0.1% | 7% | -3% | / | -2.2 | 59 | i | 30 | 7% | 18 | 719 |
| COCCCNC(=S)N1CCCN(c2nc3c(C)c(C)ccc3cc2C#N)CC1 | 2% | -0.1% | 3% | -2% | 14% | 4.8 | 52 | i | 26 | 4% | -3 | 680 |
| O=c1cc(CSc2ccc([N+](=O)[O-])cc2)nc2sccn12 | -9% | 0.5% | -11% | -7% | 2% | 0.3 | 47 | i | 60 | 8% | 15 | 685 |
| Cc1ccc(NC(=O)C(C)N2CCOCC2)c(C(=O)c2ccccc2)c1 (stereo not given) | 1% | 0.2% | -7% | -5% | 14% | -0.6 | 51 | i | 37 | 9% | / | / |
| COc1cc(/C=C2/C(=O)NN(c3cccc(Cl)c3)C2=O)cc(Br)c1O | -2% | -0.2% | 4% | 3% | 11% | 4.1 | 47 | i | 47 | 29% | -7 | 802 |
| COc1ccc(CCN(C)CCC(=O)Nc2ccc(C)cc2)cc1OC | -1% | 0.3% | -3% | -5% | -1% | -1.1 | 53 | i | 41 | 10% | -27 | 544 |
| O=C(NNS(=O)(=O)c1ccc(F)cc1)C1CC(c2cccnc2)=NO1 (stereo not given) | -7% | -0.3% | -3% | -13% | 4% | -0.9 | 76 | i | 41 | 8% | -8 | 686 |
| Cc1noc(/C=C/N(C)C)c1S(=O)(=O)N1CCCC(C(=O)NCc2ccc(F)cc2)C1 (stereo not given) | -5% | -0.2% | -6% | -2% | / | 2.1 | 55 | i | 33 | 12% | / | / |
| CC(C)CCn1c(N2CCCC2)nc2c1c(=O)[nH]c(=O)n2C | 17% | -0.1% | -14% | -14% | 6% | 0.0 | 67 | i | 12 | 20% | / | / |
| COc1cccc2cc(-c3nnc(SCC(=O)NCc4ccccc4)n3C)oc12 | 29% | -0.1% | -1% | 0% | 3% | 2.1 | 86 | i | 52 | 11% | 8 | 806 |
| Cc1nc2sc(C)c(C)c2c(=O)o1 | 3% | 0.0% | -2% | -4% | -4% | 0.3 | 68 | i | 49 | 5% | -2 | 758 |
| Cc1onc(-c2c(Cl)cccc2Cl)c1C(=O)NCCN1CCOCC1 | -8% | 0.3% | -6% | 3% | 13% | 1.8 | 45 | i | 53 | 6% | 12 | 747 |
| CCOC(=O)c1cc2sc(C)cc2n1CC(=O)N(CC)CC | 0% | -0.2% | 2% | -5% | 3% | 0.1 | 86 | i | 61 | 16% | / | / |
| Cc1nn(-c2ccc(N3CCCCC3)nn2)c(C)c1CCC(=O)Nc1ccc(F)c(F)c1 | 6% | -0.2% | -11% | -9% | 1% | 2.1 | 66 | i | 8 | 4% | -2 | 721 |
| C[C@H](NC(=O)[C@H]1N2C(=O)c3ccccc3C2SC1(C)C)C(=O)N1CCN(C)CC1 (stereo not given in full) | -2% | -0.1% | -18% | -14% | -44% | -3.4 | / | i | 13 | 9% | -61 | 461 |
| Fc1ccc(C(CCNCc2cccs2)c2ccco2)cc1 (stereo not given) | -7% | -0.1% | -9% | -8% | 12% | -0.7 | 55 | i | 23 | 8% | 10 | 742 |
| Cc1cc(Br)ccc1NC(=O)CN1C(=O)CCC1=O | 6% | 0.0% | -4% | -8% | 3% | -0.1 | 79 | i | 36 | 9% | 2 | 795 |
| CCN(CC)S(=O)(=O)c1ccc2c(c1)N(CC(=O)Nc1cccnc1Cl)C(=O)CO2 | 0% | 0.5% | 13% | -10% | 12% | 3.0 | 37 | i | 36 | 0% | -17 | 696 |
| Cc1cc(SC#N)cc(C)c1NC(=O)CCl | -32% | 0.2% | 12% | -5% | ? | 2.6 | 32 | i | 46 | ? | 6 | 521 |
| Nc1nnc(-c2cn(-c3ccccc3)nc2-c2ccc(Cl)cc2)o1 | 2% | -0.2% | 0% | -6% | 7% | 4.2 | 62 | i | 24 | 7% | 20 | 745 |
| COc1ccc(Cc2noc(CN3CCCC(OCc4ccccn4)C3)n2)cc1OC (stereo not given) | 13% | -0.3% | 7% | -8% | 8% | -0.6 | 80 | i | 19 | 7% | -18 | 695 |
| O=C(Cc1cccc(C(F)(F)F)c1)NCC(=O)Nc1cc(Cl)ccc1Cl | 10% | -0.3% | -6% | -7% | 6% | 1.7 | 67 | i | 31 | 9% | 6 | 808 |
| Oc1cc2c(cc1CN1CCc3ccccc3C1)OCO2 | 9% | -0.1% | 1% | -1% | 9% | 0.2 | 54 | i | 58 | 15% | 7 | 635 |
| Cc1cc(C(=O)Nc2nnc(C3CCCCC3)s2)cs1 | -6% | -0.1% | 5% | -12% | -2% | 1.8 | 65 | i | 24 | 3% | -4 | 805 |
| CCc1nnc(NS(=O)(=O)c2ccc(NC(=O)CCC(=O)OC)cc2)s1 | 13% | -0.2% | -1% | -3% | 0% | -0.1 | 63 | i | 66 | 9% | 2 | 768 |
| COc1ccc(Cl)cc1NC(=O)c1oc(C)nc1C | 5% | -0.5% | -18% | -2% | 3% | 1.2 | 57 | i | 4 | 20% | -9 | 660 |
| CN(CC(=O)N1CCCCC1)S(=O)(=O)c1ccc(Cl)cc1 | -7% | -0.2% | 16% | -5% | 8% | -1.1 | 47 | i | 48 | 9% | -22 | 710 |
| Cc1[nH]n(-c2ccccc2)c(=O)c1C(C[N+](=O)[O-])c1ccc(Br)cc1 (stereo not given) | 6% | 0.0% | 21% | 0% | 5% | 17 | 40 | i | 33 | 30% | -2 | 767 |
| O=C(Nc1ccc(F)cc1)Nc1cccnc1Cl | -1% | 0.2% | 1% | 4% | 1% | 0.6 | 59 | i | 22 | 9% | 0 | 832 |
| Cc1cccc(NC(=O)NC2CCCc3ccccc32)c1 (stereo not given) | 19% | -0.1% | 2% | -9% | 6% | -0.3 | 62 | i | 57 | 1% | -2 | 874 |
| Cc1cc(OCC(=O)Nc2ccc(Br)cc2)cc2c1C(=O)CC(C)(C)O2 | 7% | 0.3% | 1% | 5% | / | 3.2 | 52 | i | 44 | 9% | -36 | 736 |
| COCC(=O)OC/C(O)=C(\C#N)c1nc2ccccc2[nH]1 | -2% | -0.1% | 7% | -7% | 15% | 0.6 | 52 | i | 22 | 9% | -21 | 720 |
| O=C(c1cccc(S(=O)(=O)N2CCN(c3ccccc3)CC2)c1)N1CCN(c2ccccc2O)CC1 | / | / | / | / | 6% | 3.9 | 60 | i | 12 | 13% | / | / |
| Cc1ccc(C(=O)C2CCN(CC(=O)NC3CCCCC3)CC2)cc1 | -3% | 0.6% | -1% | 1% | -1% | 1.7 | 52 | i | 14 | 1% | / | / |
| OCCN(Cc1ccccc1)Cc1cccc(C(F)(F)F)c1 | 4% | 0.0% | 1% | 2% | 16% | -1.2 | 66 | i | 17 | 5% | -1 | 651 |
| CCN(Cc1ccccc1)C(=O)c1c(-c2ccccc2Cl)noc1C | 18% | 1.9% | 7% | -7% | 7% | -0.4 | 66 | i | 51 | 23% | / | / |
| Cc1ccc(NC(=O)c2cc([N+](=O)[O-])ccc2Cl)c(O)c1 | -3% | 0.3% | 4% | -6% | 5% | -0.2 | 43 | i | 48 | 0% | -9 | 679 |
| CC(=O)c1ccc(OCCCC(=O)OCc2nnc(-c3ccc(Cl)cc3)o2)cc1 | 2% | 0.2% | 1% | -2% | 1% | 1.5 | 74 | i | 40 | 2% | / | / |
| Cc1cc(C)nc(SCCn2c(N3CC(C)OC(C)C3)nc3c2c(=O)n(C)c(=O)n3C)n1 (stereo not given) | -2% | 0.1% | 14% | -1% | 1% | 2.8 | 65 | i | 5 | 1% | 49 | 726 |
| CCNC(=S)N/N=C/c1cccc(OCc2c(F)cccc2Cl)c1 | -34% | 0.1% | 31% | -6% | 11% | 11 | 48 | i | 33 | -4% | 34 | 513 |
